Bim-Bcl-B: human Bim-Bcl-B interaction inhibition | AID 951 | inhibition, % at 10 µM | bead-based flow cytometry, Bim peptide-Bcl-B binding | 190,000 tested, 0.073% active;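 further: 0% = tracer peptide without compound and 100% = reference inhibitor peptide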
Target sequence (Q9HD36 whole entry, looked up): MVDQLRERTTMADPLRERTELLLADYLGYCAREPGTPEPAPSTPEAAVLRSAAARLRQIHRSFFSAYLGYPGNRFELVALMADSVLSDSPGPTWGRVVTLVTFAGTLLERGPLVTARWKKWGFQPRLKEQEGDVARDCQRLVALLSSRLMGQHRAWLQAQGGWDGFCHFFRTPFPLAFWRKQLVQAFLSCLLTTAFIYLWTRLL
Mcl1-Bid inh: disrupts binding of human Mcl-1 to Bid peptide | Q07820 | TR-FRET Mcl-1/Bid-Dy647 peptide binding, 1536-well | inhibition, % at 21.7 µM | 220,000 tested, 0.97% active | AID 1021;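 active means compounds that cut the binding signal by more than half at the single screening dose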;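 further: His-tagged Mcl-1 with europium anti-His antibody binding Bid BH3 peptide; 0% = Mcl-1 plus peptide wells and 100% = peptide-only wells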
Mcl1-Noxa inh: disrupts binding of human Mcl-1 to Noxa peptide | inhibition, % at 21.7 µM | 220,000 tested, 1.5% active | Q07820 | TR-FRET Mcl-1/Noxa peptide binding, 2 h;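 active means compounds that cut the protein-peptide binding signal by more than 50% relative to plate controls in a single-dose test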;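 further: His-tagged Mcl-1 with rhodamine Noxa BH3 peptide and terbium anti-His antibody; 0% = Mcl-1 plus Noxa peptide wells and 100% = peptide-only wells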
Mcl-1 Bim block: inhibitors of Bim-Mcl-1 interaction, human; Q07820; Bead-based flow cytometry, Bim peptide-Mcl-1 binding; inhibition, % at 10 µM; 190,000 tested, 0.1% active; AID 1009;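 further: 0% = no compound tracer wells and 100% = peptide blocker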
RGS4-Gao reg: human RGS4-Galphao interaction regulation. P09471. Multiplexed bead flow cytometry, RGS4-Galphao binding; actives lie on both sides. binding response (% of control), % at 10 µM. 220,000 tested, 0.33% active; in the data active means binding response below about 49% or above about 150%; inactive means in between;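 further: fluorescent Galphao activated with aluminum fluoride binding bead-coupled RGS4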
Bim-Bcl-2: disrupts Bim peptide binding to human Bcl-2; P10415; 190,000 tested, 0.06% active; inhibition, % at 10 µM; Bead-based flow cytometry, Bim peptide-Bcl-2 binding; AID 950; in the data active means inhibition above about 40%; inconclusive means no clear call, values can overlap the other calls;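 further: 0% = no compound wells with probe peptide and 100% = reference peptide inhibitor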
Target sequence (P10415 whole entry, looked up): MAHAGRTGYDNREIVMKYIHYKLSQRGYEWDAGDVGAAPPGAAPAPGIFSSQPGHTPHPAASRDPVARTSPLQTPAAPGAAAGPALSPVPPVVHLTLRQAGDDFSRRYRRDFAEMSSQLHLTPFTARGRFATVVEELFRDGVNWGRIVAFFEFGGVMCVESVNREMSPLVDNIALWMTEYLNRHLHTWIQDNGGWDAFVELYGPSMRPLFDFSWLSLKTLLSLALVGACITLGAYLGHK
RGS7-Gao reg: regulators of human RGS7-Galphao interaction; P09471; Multiplexed bead flow cytometry, RGS7-Galphao binding; actives lie on both sides; binding response (% of control), % at 10 µM; 220,000 tested, 0.35% active; in the data active means binding response below about 49% or above about 150%; inconclusive means no clear call, values can overlap the other calls; inactive means in between;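 further: fluorescent Galphao held in activated GDP-AlF4 state binding bead-coupled RGS7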
Bcl-XL Bim block: inhibitors of Bim-Bcl-XL interaction, human | Q07817 | Bim peptide-Bcl-XL binding, bead flow cytometry, fluorescence | inhibition, % at 10 µM | 190,000 tested, 0.04% active
Bcl-W Bim block: human Bim-Bcl-W interaction inhibition; 190,000 tested, 0.02% active; bead-based flow cytometry, Bim peptide-Bcl-W binding; inhibition, % at 10 µM; AID 952; Q92843;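 further: 0% = bound tracer without compound and 100% = peptide blocker; higher means less fluorescent Bim peptide bound to Bcl-W beads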
Bim-Bfl-1: human Bim-Bfl-1 interaction inhibition | Q16548 | Bead-based flow cytometry, Bim-Bfl-1 binding inhibition | inhibition, % at 10 µM | 190,000 tested, 0.12% active;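 further: 0% = wells without compound plus tracer and 100% = blocker peptide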
RGS8-Gao: regulators of human RGS8-Galphao interaction; multiplexed bead flow cytometry, RGS8-Galphao binding; actives lie on both sides; response (percent of control binding), % at 10 µM; 220,000 tested, 0.34% active; AID 1423; in the data active means response below about 60% or above about 140%; inactive means in between;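 further: Galphao activated as the GDP aluminium fluoride complex binding bead-coupled RGS8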
* hit, by the source's call; u = inconclusive; x = not tested or not shown. Unless noted, no stated cut-off is given here; in the data, active means inhibition above about 40%.

Molecule | Bim-Bcl-B | Mcl1-Bid inh | Mcl1-Noxa inh | Mcl-1 Bim block | RGS4-Gao reg | Bim-Bcl-2 | RGS7-Gao reg | Bcl-XL Bim block | Bcl-W Bim block | Bim-Bfl-1 | RGS8-Gao
CCCCOc1ccc(N(CC(=O)NC(C)C)C(=O)CCC(=O)Nc2ccccn2)cc1 | -3 | -10 | -2 | 0 | 98 | -2 | 98 | 0 | -4 | -4 | 97
CCOC(=O)c1ccc(N2C(=O)C3C(/C=C/c4ccccc4)OC4(C(=O)c5ccccc5C4=O)C3C2=O)cc1 (configuration not stated) | 0 | -3 | -2 | 1 | 103 | 1 | 98 | 0 | 0 | 1 | 102
CC(=O)c1ccc(OCCOc2ccc(Cl)c3cccnc23)cc1 | 0 | -9 | -3 | 2 | 97 | -1 | u | 1 | 1 | -1 | 96
Cc1ccc(-c2csc(=S)n2CC(=O)OCC(=O)NCc2ccc(F)cc2)cc1 | -4 | -19 | 17 | -1 | 101 | -2 | 105 | 0 | -1 | -1 | 97
C#CCNC(=O)C1=C[C@@H](c2ccc(C(F)(F)F)cc2)C[C@@H](OCCCCO)O1 | -3 | 2 | -7 | -3 | 104 | -5 | 107 | -2 | 0 | -7 | 101
CNCc1sccc1C | -8 | -35 | 4 | -5 | 90 | -5 | 93 | -5 | -8 | -5 | 95
CC(/C=N/NC(=O)Cc1cccs1)=C\c1ccco1 | 1 | -39 | 24 | 0 | 96 | 0 | 92 | 3 | 0 | 3 | 98
CC1(OC(=O)CCc2ccccc2)C(=O)C=C2C=C(c3ccc(C#N)cc3)N(C(CO)CO)C=C2C1=O (configuration not stated) | x | -74 | 9 | x | 99 | x | u | x | x | x | 100
Cc1ccc(C(=O)ONc2ccc(N=O)cc2)cc1 | -7 | -2 | 19 | 0 | 98 | -9 | 96 | 6 | 2 | -9 | 99
Cn1c(=O)oc2ccc(C(=O)CSc3nnnn3-c3ccccc3)cc21 | 0 | -4 | -14 | 4 | 102 | -4 | 101 | -3 | -1 | 0 | 103
O=C(Nc1ccccc1)N1CCN(c2ccc(F)cc2)CC1 | -6 | -20 | -3 | -5 | 99 | 0 | 99 | -6 | -4 | -4 | 100
Cc1ccc(Cc2c(C)nc3nc(SCC(=O)NCc4ccco4)nn3c2C)cc1 | 2 | -19 | -3 | 0 | 101 | 0 | 95 | 0 | 0 | 0 | 98
CC(C(=O)N1CCCCCC1)c1ccc([N+](=O)[O-])cc1 (configuration not stated) | -9 | -3 | -11 | -2 | 103 | -4 | 110 | -1 | -2 | -2 | 103
Cc1ccc(C(C)C)c(OCCNS(C)(=O)=O)c1 | -11 | -3 | 11 | 0 | 105 | -9 | 106 | -3 | 0 | -14 | 103
CCOC(=O)NC(=O)/C(C#N)=C\Nc1ccc(Cl)cc1Cl | -2 | -3 | 9 | -1 | 99 | 1 | u | 0 | 0 | -1 | 98
O=[N+]([O-])c1ccc(N2CCOCC2)cc1NC(c1ccccc1)c1ccccc1 | 0 | -16 | 3 | 3 | 109 | -1 | 104 | 2 | 3 | -6 | 101
COc1cc(O)c2c(c1)OC(c1ccc(O)cc1)CC2=O (configuration not stated) | -1 | 1 | 17 | -5 | 97 | -5 | 98 | -1 | -4 | -5 | 99
O=C(O)CSc1nnc(Cn2nnc3ccccc32)n1CCc1ccccc1 | -12 | -16 | 5 | -8 | 99 | -11 | 102 | -9 | -1 | -10 | 100
CCCCNC(=O)c1onc(CCl)c1C(=O)OC | 0 | -8 | 3 | -1 | 103 | 2 | 98 | 0 | 2 | 0 | 102
CC(C)OCCCN1CN(S(=O)(=O)c2cccc(Cl)c2)c2nc3ccccc3nc21 | -3 | 3 | 11 | -2 | 98 | -4 | 96 | -3 | -1 | -2 | 97
COc1cc([N+](=O)[O-])cc(/C=N/NC(=O)c2cc(-c3ccccc3)nc3ccccc23)c1O | x | -160 | 4 | x | 96 | x | u | x | x | x | 99

Looked up by structure from above (two):
Molecule | Bim-Bcl-B | Mcl1-Bid inh | Mcl1-Noxa inh | Mcl-1 Bim block | RGS4-Gao reg | Bim-Bcl-2 | RGS7-Gao reg | Bcl-XL Bim block | Bcl-W Bim block | Bim-Bfl-1 | RGS8-Gao
Cc1ccc(C(=O)ONc2ccc(N=O)cc2)cc1 | -7 | -2 | 19 | 0 | 98 | -9 | 96 | 6 | 2 | -9 | 99
CCCCNC(=O)c1onc(CCl)c1C(=O)OC | 0 | -8 | 3 | -1 | 103 | 2 | 98 | 0 | 2 | 0 | 102

Arranged by molecular weight (high to low): three of the compounds above.
Molecule | Bim-Bcl-B | Mcl1-Bid inh | Mcl1-Noxa inh | Mcl-1 Bim block | RGS4-Gao reg | Bim-Bcl-2 | RGS7-Gao reg | Bcl-XL Bim block | Bcl-W Bim block | Bim-Bfl-1 | RGS8-Gao
CC1(OC(=O)CCc2ccccc2)C(=O)C=C2C=C(c3ccc(C#N)cc3)N(C(CO)CO)C=C2C1=O (configuration not stated) | x | -74 | 9 | x | 99 | x | u | x | x | x | 100
Cc1ccc(Cc2c(C)nc3nc(SCC(=O)NCc4ccco4)nn3c2C)cc1 | 2 | -19 | -3 | 0 | 101 | 0 | 95 | 0 | 0 | 0 | 98
Cn1c(=O)oc2ccc(C(=O)CSc3nnnn3-c3ccccc3)cc21 | 0 | -4 | -14 | 4 | 102 | -4 | 101 | -3 | -1 | 0 | 103

From PubChem BioAssay
